OX1R antag-1 = antagonists of human orexin 1 receptor; O43613; CHO/OX1R cells, Fluo-8 calcium fluorescence, orexin A; inhibition, % at 5 µM; 330,000 tested, 0.43% active; AID 434989;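 active = inhibition above its plate's threshold, mean inhibition of all tested compounds on the plate plus 3 SD, cut at about 37% in these data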;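 also: 0% = orexin A challenge wells and 100% = SB-334867-A antagonist wells; not every result past the cut was called active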
Target sequence (O43613 whole entry, looked up): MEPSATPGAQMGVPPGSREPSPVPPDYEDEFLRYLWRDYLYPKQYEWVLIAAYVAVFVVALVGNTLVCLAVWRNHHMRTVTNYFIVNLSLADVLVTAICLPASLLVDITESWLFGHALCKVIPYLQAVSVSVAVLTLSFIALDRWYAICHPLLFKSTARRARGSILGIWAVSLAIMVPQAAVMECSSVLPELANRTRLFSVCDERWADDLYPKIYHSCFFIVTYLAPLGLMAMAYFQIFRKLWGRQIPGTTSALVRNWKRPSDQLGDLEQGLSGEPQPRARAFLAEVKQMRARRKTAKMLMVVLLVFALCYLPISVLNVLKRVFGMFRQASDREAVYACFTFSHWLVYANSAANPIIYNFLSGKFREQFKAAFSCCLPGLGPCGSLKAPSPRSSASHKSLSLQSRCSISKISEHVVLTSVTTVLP
OX1R antag-2 = OX1R (human) antagonism. O43613. OX1R-expressing cells, FRET antagonist read-out. inhibition, % at 6.6 µM. 330,000 tested, 1.8% active. AID 485270; in the data active = inhibition mostly above about 38%, no sharp cut-off; inactive = mostly below about 40%;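 also: 0% = agonist challenge alone and 100% = reference antagonist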
STK33 inh = inhibitors of human STK33 kinase. Q9BYT3. purified STK33, MBP phosphorylation, ADP-Glo luminescence. inhibition, % at 10 µM. 320,000 tested, 0.073% active. AID 2661;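 active = inhibition at or above 25%, using the most active replicate where run in duplicate; inactive = inhibition below 25%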
Target sequence (Q9BYT3 whole entry, looked up): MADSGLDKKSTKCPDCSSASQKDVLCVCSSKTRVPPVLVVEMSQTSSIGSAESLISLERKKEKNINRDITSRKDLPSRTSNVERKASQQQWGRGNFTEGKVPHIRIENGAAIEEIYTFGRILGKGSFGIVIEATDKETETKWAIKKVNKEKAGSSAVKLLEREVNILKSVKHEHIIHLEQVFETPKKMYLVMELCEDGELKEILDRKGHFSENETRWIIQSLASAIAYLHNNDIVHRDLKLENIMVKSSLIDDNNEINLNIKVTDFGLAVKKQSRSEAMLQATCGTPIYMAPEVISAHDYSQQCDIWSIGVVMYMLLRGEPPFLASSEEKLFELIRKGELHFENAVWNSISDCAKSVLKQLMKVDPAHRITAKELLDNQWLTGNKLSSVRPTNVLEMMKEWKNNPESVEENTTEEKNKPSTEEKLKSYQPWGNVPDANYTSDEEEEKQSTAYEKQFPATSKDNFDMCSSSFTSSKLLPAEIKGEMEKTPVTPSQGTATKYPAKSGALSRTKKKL
Starred values were filed as active, the others as inactive.

Cc1ccc(C2c3[nH]c4ccccc4c3C[C@H]3C(=O)N(c4ccccc4C(=O)NCCCN4CCOCC4)C(=O)N23)cc1 (some centres not stated) was read as OX1R antag-1 -26, OX1R antag-2 4 and STK33 inh 0.5.
`O=C(O)C1CC(=O)N(CCc2ccccc2)C1` (configuration not stated) gave OX1R antag-1 -18, OX1R antag-2 0 and STK33 inh -0.4.
For COc1ccc(-c2noc(CCC(=O)NCCCN3CCC(Cc4ccccc4)CC3)n2)cc1 the results were OX1R antag-1 -14, OX1R antag-2 15 and STK33 inh 0.6.
Screening CN(Cc1cccs1)C(=O)Cc1csc(-c2ccccc2)n1 returned OX1R antag-1 -17, OX1R antag-2 26 and STK33 inh -1.6.
For Cc1ccc2c(c1)nnn2C1CCN(CC(=O)NCCc2nc3ccccc3[nH]2)CC1 the results were OX1R antag-1 -14, OX1R antag-2 4 and STK33 inh -1.0.
COc1ccc(CNC(=O)c2ccc(NC(=O)C3CCCO3)cc2)cc1 (configuration not stated) was read as OX1R antag-1 -4, OX1R antag-2 17 and STK33 inh -1.5.
`COC1CCN(Cc2c(C(=O)N3CCc4ccccc4C3)nc3ccc(Cl)cn23)CC1` gave OX1R antag-1 -28, OX1R antag-2 5 and STK33 inh -1.1.
For C/C(=N\NC(=O)c1cc(-c2ccccn2)nc2ccccc12)c1cccc([N+](=O)[O-])c1 the results were OX1R antag-1 -33, OX1R antag-2 10 and STK33 inh 0.0.
For CC(=O)c1cc(CN2CCN(C3CCN(C(C)C)CC3)C(CCO)C2)cs1 (configuration not stated) the results were OX1R antag-1 -4, OX1R antag-2 4 and STK33 inh -1.0.
For CC(C)N1CCC(N2CCN(Cc3cc(F)ccc3-n3cccn3)CC2CCO)CC1 (configuration not stated) the results were OX1R antag-1 -30, OX1R antag-2 12 and STK33 inh -0.8.
For Cc1cc(=O)n2nc(N3CCCC(C(=O)N4CCOCC4)C3)sc2n1 (configuration not stated) the results were OX1R antag-1 -6, OX1R antag-2 12 and STK33 inh -2.0.
`CCOC(=O)CC1=NC(=O)CS1` gave OX1R antag-1 -4, OX1R antag-2 13 and STK33 inh -1.2.
Screening CCOc1ccc2ccccc2c1/C=N/NC(=O)CNC(=O)c1ccccc1F returned OX1R antag-1 -23, OX1R antag-2 26 and STK33 inh -1.6.
Screening COc1cc(/C=N/Nc2nc(N3CCCC3)nc(N3CCCC3)n2)ccc1O returned OX1R antag-1 -24, OX1R antag-2 9 and STK33 inh -1.8.
Cc1ccc(NC(=O)CSc2nnc(COc3ccc(C#N)cc3)n2-c2ccccc2)cc1C was read as OX1R antag-1 -20, OX1R antag-2 14 and STK33 inh -0.4.
`Cc1ccc(CN2CCN(Cc3ccc(OC(C)C)cc3)CC2CCO)o1` (configuration not stated) gave OX1R antag-1 -20, OX1R antag-2 15 and STK33 inh -1.4.
`CC(C)(O)c1ccc2c(c1)CCC1C(C)(C(=O)O)CCCC21C` (configuration not stated) gave OX1R antag-1 -7, OX1R antag-2 2 and STK33 inh 0.0.
Screening CCOc1ncccc1C(=O)OCC(=O)Nc1ccc(S(=O)(=O)N2CCCC2)cc1 returned OX1R antag-1 1, OX1R antag-2 -6 and STK33 inh -0.3.
Screening CCCCC(CCC(=O)Nc1nccs1)C(=O)O (configuration not stated) returned OX1R antag-1 -11, OX1R antag-2 7 and STK33 inh 0.9.
For O=C(COC(=O)c1ncc(Cl)c(Cl)c1Cl)NNC(=O)c1ccccc1 the results were OX1R antag-1 -15, OX1R antag-2 22 and STK33 inh -0.7.

Next part; the last five above are carried over.
`Cc1ccc(CN2CCN(Cc3ccc(OC(C)C)cc3)CC2CCO)o1` (configuration not stated) gave OX1R antag-1 -20, OX1R antag-2 15 and STK33 inh -1.4.
`CC(C)(O)c1ccc2c(c1)CCC1C(C)(C(=O)O)CCCC21C` (configuration not stated) gave OX1R antag-1 -7, OX1R antag-2 2 and STK33 inh 0.0.
Screening CCOc1ncccc1C(=O)OCC(=O)Nc1ccc(S(=O)(=O)N2CCCC2)cc1 returned OX1R antag-1 1, OX1R antag-2 -6 and STK33 inh -0.3.
Screening CCCCC(CCC(=O)Nc1nccs1)C(=O)O (configuration not stated) returned OX1R antag-1 -11, OX1R antag-2 7 and STK33 inh 0.9.
For O=C(COC(=O)c1ncc(Cl)c(Cl)c1Cl)NNC(=O)c1ccccc1 the results were OX1R antag-1 -15, OX1R antag-2 22 and STK33 inh -0.7.
`COc1ccc(CCC(=O)NNC(=O)Cn2nc(C)cc2C)cc1` gave OX1R antag-1 -6, OX1R antag-2 12 and STK33 inh -1.0.
For COCCn1c(=O)[nH]c(=O)c2c1nc(-c1ccc(-c3ccc(Cl)cc3[N+](=O)[O-])o1)n2Cc1ccccc1 the results were OX1R antag-1 -18, OX1R antag-2 48 and STK33 inh -0.2.
For CC(N=Cc1cccc(O)c1O)c1ccccc1 (configuration not stated) the results were OX1R antag-1 -8, OX1R antag-2 13 and STK33 inh 0.2.
Screening O=C(COC(=O)CCC(=O)c1ccc(F)cc1)Nc1nnc(-c2ccccc2)o1 returned OX1R antag-1 -15, OX1R antag-2 16 and STK33 inh -0.4.
COc1ccc(-c2csc(NC(=S)NC(=O)c3ccc(S(=O)(=O)N(C)C)cc3)n2)cc1OC was read as OX1R antag-1 -15, OX1R antag-2 24 and STK33 inh -0.4.
`CC(CCc1ccccc1)NC(=O)CN1C(=O)NC2(CCCCC2)C1=O` (configuration not stated) gave OX1R antag-1 -13, OX1R antag-2 10 and STK33 inh -0.5.
`CCn1ccnc1[C@@H]1C[C@H]2CN(Cc3ccccc3OC)C(=O)[C@]23CCCN13` gave OX1R antag-1 -21, OX1R antag-2 9 and STK33 inh 5.7.
Screening NS(=O)(=O)c1ccc(CNC(=O)c2sccc2-c2ccccc2)cc1 returned OX1R antag-1 -10, OX1R antag-2 16 and STK33 inh -0.5.
Screening O=C(O)/C=C/c1cn(Cc2ccccc2)nc1-c1cccnc1 returned OX1R antag-1 -12, OX1R antag-2 3 and STK33 inh -3.3.
For COc1cccc(CSc2nnnn2-c2ccc(O)cc2)c1 the results were OX1R antag-1 -10, OX1R antag-2 26 and STK33 inh -1.3.
C=CCN(CC(=O)NCC1CCCO1)C(=O)CCC(=O)Nc1cc(C)on1 (configuration not stated) was read as OX1R antag-1 -79, OX1R antag-2 24 and STK33 inh 4.5.
For Cc1cccc(NC(=O)Cc2nnc(NC(=O)Nc3ccccc3F)s2)c1 the results were OX1R antag-1 -5, OX1R antag-2 10 and STK33 inh 0.0.
COc1ccc(CCNC(=O)CCS(=O)(=O)c2ccc(C)cc2)cc1OC was read as OX1R antag-1 -31, OX1R antag-2 13 and STK33 inh 0.0.
Screening O=C(Oc1ccc(OC(=O)c2ccncc2)cc1)c1ccncc1 returned OX1R antag-1 -8, OX1R antag-2 7 and STK33 inh 2.1.
For Cc1ccc(-c2nc3ncccc3o2)cc1N the results were OX1R antag-1 -9, OX1R antag-2 7 and STK33 inh -0.2.
CCOC(=O)N/N=C/c1c(C)nn(-c2cccc(C(F)(F)F)c2)c1Cl was read as OX1R antag-1 -8, OX1R antag-2 3 and STK33 inh -0.9.
For Cc1cc(Cc2ccc([N+](=O)[O-])cc2)c(C)cn1 the results were OX1R antag-1 -22 and OX1R antag-2 8.
Screening COc1ccc(NC(=O)c2cc(-c3ccc(C)cc3)on2)cc1OC returned OX1R antag-1 -19, OX1R antag-2 5 and STK33 inh -1.4.
CC1(c2ccc3noc(-c4ccccc4)c3c2)OCCO1 was read as OX1R antag-1 -6, OX1R antag-2 6 and STK33 inh -1.2.
`Cc1onc(-c2ccccc2Cl)c1C(=O)Nc1sc2c(c1C#N)CCC2` gave OX1R antag-1 -25, OX1R antag-2 11 and STK33 inh -0.7.
Screening CO/N=C(/CNC(=O)c1ccc(Cl)cc1Cl)c1ccc(Cl)cc1 returned OX1R antag-1 -32, OX1R antag-2 16 and STK33 inh -1.6.
COc1ccc(NC(=O)NS(=O)(=O)c2ccc(C)cc2)cc1OC was read as OX1R antag-1 -3, OX1R antag-2 14 and STK33 inh -0.7.
`COC(=O)C1SCC2C(=O)N(Cc3ccc(Cl)c(Cl)c3)CC(=O)N21` (configuration not stated) gave OX1R antag-1 -24, OX1R antag-2 15 and STK33 inh 0.5.
`OCCOc1ccc(C2=NCCO2)cc1` gave OX1R antag-1 -21, OX1R antag-2 11 and STK33 inh -1.2.
Screening Cc1cc(=O)[nH]c(SCC(=O)N2CCC(C(N)=O)CC2)n1 returned OX1R antag-1 -8, OX1R antag-2 16 and STK33 inh 0.2.
`O=C(CSc1nnc(CNC(=O)c2ccccc2F)o1)NCC1CCCO1` (configuration not stated) gave OX1R antag-1 -33, OX1R antag-2 10 and STK33 inh 1.1.
CCOC(=O)C(Cc1ccccc1)c1ccnc2nc(N)nn12 (configuration not stated) was read as OX1R antag-1 -10, OX1R antag-2 3 and STK33 inh -1.2.
For O=C(C1CCN(S(=O)(=O)c2ccc3c(c2)OCCO3)CC1)N1CCc2ccccc21 the results were OX1R antag-1 -12, OX1R antag-2 11 and STK33 inh 0.3.
For CCC(C)(C(=O)Nc1ccccc1C)N(C(=O)CNC(C)=O)c1ccccc1C (configuration not stated) the results were OX1R antag-1 -25, OX1R antag-2 15 and STK33 inh -1.1.
Screening COc1cc(C(=O)N(C)C2CCCN(Cc3ccccc3F)C2)cc(OC)c1OC (configuration not stated) returned OX1R antag-1 -21, OX1R antag-2 6 and STK33 inh -0.9.
Screening CCOC(=O)C1CC2CC(C1)CN(C(=O)C1CCCCC1)C2 (configuration not stated) returned OX1R antag-1 -15, OX1R antag-2 18 and STK33 inh 1.1.
CCOC(=O)c1nc(NCc2ccccc2F)c2ccccc2n1 was read as OX1R antag-1 -10, OX1R antag-2 8 and STK33 inh -0.9.
`CCCCC(=O)Nc1nnc(S(=O)(=O)N(C)Cc2ccco2)s1` gave OX1R antag-1 -1, OX1R antag-2 7 and STK33 inh -1.0.
Screening CC(OC(=O)c1cccnc1Cl)C(=O)NCc1ccccc1 (configuration not stated) returned OX1R antag-1 -15, OX1R antag-2 0 and STK33 inh -1.9.
`CSc1nsc2nc(=O)c(/C=C3\C=Nc4ccccc43)c(N)n12` gave OX1R antag-1 -12, OX1R antag-2 45 and STK33 inh 0.4.
CC(=O)Nc1sc(N)nc1-c1ccccc1 was read as OX1R antag-1 8, OX1R antag-2 -1 and STK33 inh 0.2.
CCn1c(=O)c(=O)[nH]c2cc(C(=O)N3CCN(c4ccccc4F)CC3)ccc21 was read as OX1R antag-1 -1, OX1R antag-2 7 and STK33 inh 0.1.
O=C1OC(c2ccc(Br)cc2)=N/C1=C\c1ccco1 was read as OX1R antag-1 -1, OX1R antag-2 7 and STK33 inh -0.1.
`CC(C)(C)c1cc2nc3c(c(=O)n2[nH]1)CN(Cc1ccccc1)C3=O` gave OX1R antag-1 -8, OX1R antag-2 4 and STK33 inh 0.9.
Screening Cc1ccc(NC(=O)CC2NCCNC2=O)cc1 (configuration not stated) returned OX1R antag-1 -1, OX1R antag-2 11 and STK33 inh -0.4.

The closing 2 records of the section above are carried over, then new ones follow:
`CC(C)(C)c1cc2nc3c(c(=O)n2[nH]1)CN(Cc1ccccc1)C3=O` gave OX1R antag-1 -8, OX1R antag-2 4 and STK33 inh 0.9.
Screening Cc1ccc(NC(=O)CC2NCCNC2=O)cc1 (configuration not stated) returned OX1R antag-1 -1, OX1R antag-2 11 and STK33 inh -0.4.
Screening O=C1CC(c2ccccc2)c2ccccc21 (configuration not stated) returned OX1R antag-1 -7, OX1R antag-2 24 and STK33 inh -1.5.
CCc1ccc2c(c1)c1nc(C)sc1n2CC was read as OX1R antag-1 -54, OX1R antag-2 13 and STK33 inh -2.1.
Screening N#Cc1c(/N=C/c2ccc(-c3ccc(C(=O)O)c(Cl)c3)o2)sc2c1CCCC2 returned OX1R antag-1 -23, OX1R antag-2 15 and STK33 inh 3.0.
For O=C(COC(=O)c1cc(Cl)ccc1O)NNC(=O)c1ccc([N+](=O)[O-])cc1 the results were OX1R antag-1 -4, OX1R antag-2 31 and STK33 inh -1.7.
Screening CC(C)CCNC(=O)NC(=O)COC(=O)C1CCN(S(=O)(=O)c2ccccc2F)CC1 returned OX1R antag-1 -19, OX1R antag-2 3 and STK33 inh -0.3.
Cc1c(C(=O)Nc2nc3ccccc3[nH]2)oc2c(Cl)cccc12 was read as OX1R antag-1 -12, OX1R antag-2 18 and STK33 inh -1.0.
CN(C)CCOc1ccc(-c2c(-c3ccccc3)sc3ccccc23)cc1 was read as OX1R antag-1 64*, OX1R antag-2 10 and STK33 inh 2.7.
For CNC(=O)COC(=O)c1ccc(Cl)c(S(=O)(=O)N2CCCC2)c1 the results were OX1R antag-1 -27, OX1R antag-2 20 and STK33 inh -0.5.
Screening CN(C)c1ccc(/C=N/NC(=O)C(O)(c2ccccc2)c2ccccc2)o1 returned OX1R antag-1 5, OX1R antag-2 4 and STK33 inh -0.2.
`O=C(CSc1nc2ccc(NC(=O)c3ccccc3C(=O)O)cc2s1)Nc1ccc(F)c([N+](=O)[O-])c1` gave OX1R antag-1 -4, OX1R antag-2 23 and STK33 inh -1.0.

From PubChem
